Bioassay records from PubChem BioAssay.
ARNT TACC3 PPI – disruptors of human ARNT/TACC3 interaction. Q9Y6A5. AlphaScreen His-ARNT PAS-B/GST-TACC3 binding, luminescence; TACC3 fragment carries E629A point mutation. inhibition, % at 9.99 µM. 0.66% of 390,000 active. AID 623870;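 active = mean inhibition of replicates at least 50% and at least half of replicates each reaching 50%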;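 also: 0% = complete ARNT plus TACC3 wells and 100% = ARNT alone without TACC3; many hits fall short of the cut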
RAD52 anneal inh – RAD52 (human) annealing inhibition | recombinant RAD52 DNA annealing, FRET fluorescence | 0.46% of 360,000 active | inhibition, % at 18.7 µM | P43351 | AID 651710;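 active = every replicate showing at least 50% inhibition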
INS-1E GSIS act – GLuc luminescence reporter in INS-1E cells, primary screen for activators of glucose-dependent secretion of insulin; 0.61% of 370,000 active; activation, % at 16.6 µM; INS-1E GLuc reporter insulin secretion, 2-3 h;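 active = lowest replicate activation of at least 40%, so every replicate reaches that level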;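 also: 0% = median of neutral control wells and 100% = median of IBMX positive control wells; some compounds called inactive have numbers as strong as hits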
ERAP1 HTS inh – ERAP1 (human) enzyme inhibition | recombinant ERAP1, Leu-AMC fluorescence, 60 min | inhibition, % at 10.7 µM | 0.15% of 340,000 active | AID 652197;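 active = mean replicate inhibition of at least 30%, or all replicates individually reaching that 30% level; inactive = mean below 30% and not every replicate reaching it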;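 also: 0% = neutral control wells and 100% = L-leucinethiol positive control wells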
Target sequence (Q9NZ08 whole entry, looked up): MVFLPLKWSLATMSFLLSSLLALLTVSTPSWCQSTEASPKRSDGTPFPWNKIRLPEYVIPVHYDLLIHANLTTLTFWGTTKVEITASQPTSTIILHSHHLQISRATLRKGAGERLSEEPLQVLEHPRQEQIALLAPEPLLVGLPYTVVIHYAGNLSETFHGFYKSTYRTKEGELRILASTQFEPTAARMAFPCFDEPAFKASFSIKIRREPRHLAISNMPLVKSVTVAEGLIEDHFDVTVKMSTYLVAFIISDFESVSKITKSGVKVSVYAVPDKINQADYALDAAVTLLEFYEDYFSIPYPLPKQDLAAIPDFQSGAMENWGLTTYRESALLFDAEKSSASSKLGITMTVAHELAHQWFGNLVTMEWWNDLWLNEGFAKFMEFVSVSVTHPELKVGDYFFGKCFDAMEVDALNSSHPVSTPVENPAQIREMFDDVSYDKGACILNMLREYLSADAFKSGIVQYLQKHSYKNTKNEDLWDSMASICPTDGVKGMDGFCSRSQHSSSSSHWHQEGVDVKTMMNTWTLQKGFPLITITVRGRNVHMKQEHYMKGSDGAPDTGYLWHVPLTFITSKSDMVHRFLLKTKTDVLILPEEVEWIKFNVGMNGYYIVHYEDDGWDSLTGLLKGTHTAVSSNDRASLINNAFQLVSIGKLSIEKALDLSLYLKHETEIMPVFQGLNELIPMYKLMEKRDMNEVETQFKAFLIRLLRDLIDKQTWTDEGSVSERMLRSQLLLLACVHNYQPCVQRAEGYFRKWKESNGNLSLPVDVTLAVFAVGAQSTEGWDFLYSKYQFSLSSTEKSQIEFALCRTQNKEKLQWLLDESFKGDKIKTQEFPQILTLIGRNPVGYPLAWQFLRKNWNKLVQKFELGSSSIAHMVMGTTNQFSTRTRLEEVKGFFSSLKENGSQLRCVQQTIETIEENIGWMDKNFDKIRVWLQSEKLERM
RAD54 branch – RAD54 (human) branch migration inhibition. Q92698. RAD54 Holliday junction branch migration, FAM/BHQ fluorescence. inhibition, % at 10.4 µM. 0.14% of 360,000 active;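 active = mean normalized replicate activity at least 40 and at least half of replicates scoring 40 or more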;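 also: 0% = median of neutral control wells and 100% = median of positive control wells; inhibitors cause a drop in the FAM fluorescence signal; in these data hits start at about 50%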
F508del corr – correctors of CFTR F508del function in bronchial epithelial cells; CFBE cells, YFP halide quenching; stimulated with forskolin plus potentiator P3; % fluorescence drop versus neutral controls; 0.36% of 350,000 active; AID 720511; activity (quench increase), % at 7.58 µM;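 active = mean added fluorescence quench of at least 8% versus neutral control, with both replicates also reaching 8%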;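 also: cells transiently co-express mutant CFTR-F508del with the halide-sensitive YFP; corrector assay measuring rescue of mutant channel to the surface after 24 h compound exposure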
XiGFP reactiv – X-chromosome reactivation activator; XiGFP mouse fibroblasts, % GFP-positive cells imaging, 3 d; cells co-treated with 5-aza-dC sensitizer; scaled so ellipticine positive control = 100%; activation, % at 7.58 µM; 0.055% of 360,000 active;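 active = mean normalized replicate activation at least 10% and every replicate at or above 10%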;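 also: 0% = median of on-plate neutral control wells and 100% = ellipticine 6 µM median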
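Material: XiGFP fibroblasts, SV40-immortalized; Buffer or medium: DMEM containing 5-aza-dC; Compound dosing: single point; Times: 3 days compound exposure.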
esBAF inh – SWI/SNF esBAF complex inhibition; mouse ES cells, Bmi1-luciferase knock-in reporter, 24 h; 100% = twice the neutral-well signal; reporter increase, % at 12.5 µM; 2% of 350,000 active; in the data active = activation above about 40%;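 also: 0% = median of the plate's neutral control wells and 100% = double that signal; a rise in the Bmi1 reporter signal indicates esBAF inhibition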
Active calls of the source: *; · = not tested or not shown.

SMILES	ARNT TACC3 PPI	RAD52 anneal inh	INS-1E GSIS act	ERAP1 HTS inh	RAD54 branch	F508del corr	XiGFP reactiv	esBAF inh
O=S(=O)(c1ccccc1F)N1CCCCN2[C@H](CO)[C@H](c3ccc(-c4ccccc4)cc3)[C@@H]2C1	0	-5	1	2	-7	3.7	0.0	·
COc1ccc(S(=O)(=O)Nc2ccc3c(c2)C(=O)N([C@H](C)CO)C[C@H](C)[C@H](CN(C)C(=O)Nc2ccc(C(F)(F)F)cc2)OCCCC[C@H](C)O3)cc1	17	-13	-6	-3	0	0.9	0.1	-1
C[C@H](CO)N1C[C@H](C)[C@@H](CN(C)C(=O)c2ccccc2F)Oc2ncc(C#Cc3ccncc3)cc2C1=O	-5	-1	-14	-1	8	-3.2	-0.4	-14
C[C@H](CO)N1C[C@H](C)[C@H](CN(C)Cc2ccccc2)Oc2cc(C#C[C@@H](C)O)ccc2S1(=O)=O	-5	-12	28	1	1	0.1	-1.1	-2
CCOC(=O)CN(Cc1ccc(OC)c(OC)c1)S(=O)(=O)c1ccc(OC)cc1	-4	1	5	-4	4	-0.2	·	5
C[N+]1=C2CCCCCN2C(O)(c2ccccc2)C1 (stereo unspecified)	-12	13	56	4	-7	-3.7	·	-7
CC(C)(C)c1ccc(C(=O)CC(Sc2ccc(Cl)cc2)C(=O)O)cc1 (stereo unspecified)	5	-15	39	4	·	-5.2	0.0	·
CC(C)CC#Cc1ccc2c(c1)O[C@H](CN(C)Cc1ccccc1F)[C@H](C)CN([C@@H](C)CO)S2(=O)=O	8	3	-4	-1	17	-0.4	-0.9	-8
Cc1sc2nc(CN3CCCC3)nc(N3CCN(S(=O)(=O)c4cccc(F)c4)CC3)c2c1C	5	-36	7	5	-6	2.4	0.4	-3
C[C@H](CO)N1C[C@H](C)[C@@H](CN(C)S(=O)(=O)c2ccccc2)Oc2c(NC(=O)Cc3ccccc3)cccc2C1=O	1	-6	-11	-4	-2	0.1	0.0	-8
CC=Cc1ccc2n(c1=O)C[C@H]1[C@H](CO)[C@@H](C(=O)NCCc3cn(C)cn3)[C@@H]2N1C(=O)C1CCC1 (mixture of isomers)	·	-6	-2	·	·	-1.3	0.2	·
Cc1noc(C)c1-c1nc(CS(=O)(=O)c2ccc(Cl)cc2)no1	-4	-12	4	·	·	-0.4	0.2	·
Cc1ccc(C2(C)NC(=O)N(CC(=O)Nc3cccnc3Cl)C2=O)cc1 (stereo unspecified)	-4	-21	1	-1	·	0.0	-0.1	·
Cc1nc2c(C(=O)Nc3ccc(N4CCCC(O)C4)cc3)snc2c(=O)[nH]1 (stereo unspecified)	-3	-3	10	-1	3	-2.6	0.1	5
COc1cc(OC)cc(-c2nc3ccccc3c(=O)n2NC(=O)c2cccnc2Cl)c1	5	-10	-6	1	0	2.2	0.2	·
O=C(CSc1ccccc1F)NC(=O)c1ccc(Cl)cc1	-2	-10	13	-4	-16	-2.4	0.1	-7
C=C(C)C1CC=C(C)/C(=N/NC(=O)CCCNc2cccc(C)c2)C1 (stereo unspecified)	-2	-15	-13	0	·	-0.9	0.1	·
COc1cccc(CC(=O)N2CCC(CCC(=O)Nc3cccc(OC)c3)CC2)c1	15	-7	3	-7	5	-1.5	-0.1	12
Cc1cc(CN(C)C(=O)CC2C(=O)NCCN2Cc2c(F)cccc2Cl)n[nH]1 (stereo unspecified)	-4	-14	14	-4	·	0.0	0.0	·
COCC(=O)N1CC2(C1)CN(Cc1nccs1)[C@H](CO)c1c2c2ccc(OC)cc2n1C	·	-10	22	1	·	2.2	0.2	·
Cc1ccc(Cn2nnc3c(=O)n(CC(=O)c4ccccc4)cnc32)cc1	-10	-17	-3	2	5	3.1	0.0	-5
O=C1[C@H]2[C@@H](c3ccc(F)cc3)N3C(=O)N(c4ccccc4)C(=O)[C@@]3(Cc3ccccc3)[C@H]2C(=O)N1C1CCCCC1	-5	2	·	-5	0	1.2	0.2	11
COc1ccc(N2C3=[N+](CC2(C)O)c2ccccc2CC3)cc1 (stereo unspecified)	-5	-11	21	4	-24	-1.7	·	·
CCC(NC(=O)CCC(=O)N1CCN(S(=O)(=O)c2ccc(C)cc2)CC1)c1ccc(C)cc1 (stereo unspecified)	·	-6	·	0	-3	-0.2	0.1	0
c1ccc(CSc2nnc(Cc3ccccc3)o2)cc1	-8	-3	-7	0	·	1.9	0.1	·
CC(C)CNC(=O)C1(C)CCCCCN1C(=O)c1cc(C#N)cs1 (stereo unspecified)	·	-16	8	0	-4	-2.8	0.3	2
COc1ccc(-c2ccc(C#N)c(SCC(=O)NC3CC3)n2)cc1OC	-3	-18	·	0	·	1.9	0.0	·
NS(=O)(=O)c1ccc(CNC(=O)CNC(=O)Cc2ccccc2)cc1	-1	-7	3	0	7	3.3	0.0	-6
CCOC(=O)C(=O)N1CCN(c2ccccc2OC)CC1	-4	7	-5	1	-14	3.1	0.1	2
Cc1cccc(/C=N/NC(=O)c2ccccc2OCc2cccc(Br)c2)n1	·	-4	-13	1	-3	2.9	·	6
CCN1CCn2c3c(c4cccc(C)c42)CCCC31 (stereo unspecified)	21	7	8	-3	2	1.6	0.1	-8
C[C@@H]1CN([C@H](C)CO)C(=O)c2cc(NC(=O)Cc3ccccc3)ccc2O[C@@H](C)CCCCO[C@@H]1CN(C)S(=O)(=O)c1cn(C)cn1	2	·	8	·	-3	-1.9	-0.2	4
Cc1ccc(C(=O)N2CCC(C(=O)c3ccc(Cl)cc3)CC2)cc1	0	-14	-23	-1	-4	-1.8	0.0	13
CCN(CC)C(=O)C1=C(C)N(CCC2=CCCCC2)C(=O)C(CC(=O)NCC2CCCCC2)C1 (stereo unspecified)	·	7	2	2	-5	1.9	0.1	-1
CCCCn1c(N)c(N(CC)C(=O)C2CCN(C(=O)c3ccccc3C)CC2)c(=O)[nH]c1=O	0	-15	10	2	-6	0.2	0.0	-9
O=C(CSc1nc2ccccc2n1Cc1ccccc1Cl)N/N=C/c1ccccc1C(=O)O	0	-21	13	·	·	-1.8	·	2
NC(=O)c1ccc(NC(=O)COC(=O)CC(NC(=O)c2ccccc2Cl)c2ccccc2)cc1 (stereo unspecified)	·	-10	-1	-1	·	-5.8	0.1	·
Cc1c[n+]([O-])cc(C)c1[N+](=O)[O-]	-5	-6	·	-2	3	-1.4	0.2	-1
COC(=O)c1cc(NC(=O)COC(=O)C2CCC2)cc(C(=O)OC)c1	5	-6	-6	0	12	-0.8	0.0	-2
C=CC[C@@H](Cc1ccc(F)cc1)C(=O)OC[C@@H]1CCCN1C(=O)[C@H](CC=C)CC(=O)NCCO	-4	-15	-13	0	1	-0.5	0.0	-4
Cc1noc(C)c1NC(=O)Nc1ccc2c(c1)C(=O)N([C@@H](C)CO)C[C@@H](C)[C@@H](CN(C)Cc1ccc(Oc3ccccc3)cc1)O2	0	-31	-17	1	2	7.2	0.0	4
CN(C)c1ccc(CNc2ncc(Br)cc2Br)cc1	15	·	-26	·	1	·	·	16
COc1ccc(CCN2C(=O)CC(N3CCOCC3)C2=O)cc1OC (stereo unspecified)	-2	·	11	·	-4	·	·	-5
N#Cc1ccc(OCC(=O)OCC(=O)c2ccccc2)cc1	0	-12	·	-2	-6	1.9	-0.1	8
C[C@@H]1CN([C@@H](C)CO)C(=O)Cc2cc(NC(=O)C3CC3)ccc2O[C@@H]1CN(C)Cc1ccc(Cl)c(Cl)c1	12	-29	-14	-6	-18	3.0	0.0	1
N#Cc1cc2cc3c(cc2nc1Cl)OCCO3	·	-2	·	-3	·	-3.0	0.0	7
Cc1nc2sc3c(c2c(=O)[nH]1)CCCCC3	-5	-27	15	-2	·	2.9	-0.2	16
COC(=O)CSc1nc(N)c(C#N)c(C(C)C)c1C#N	-1	·	0	·	-15	·	·	-6
COc1cccc(/C=C(\C#N)c2nc3ccc(C)cc3[nH]2)c1OCC(=O)O	1	-31	-11	3	-5	1.3	0.0	51*
Cc1c(C(=O)O)sc(S(=O)(=O)N2CCN(C(=O)Cc3ccccc3)CC2)c1C(=O)O	-4	-3	0	4	-8	-1.3	0.0	·
The listing continues:
SMILES	ARNT TACC3 PPI	RAD52 anneal inh	INS-1E GSIS act	ERAP1 HTS inh	RAD54 branch	F508del corr	XiGFP reactiv	esBAF inh
CC(C)NC(=O)N(C)C[C@H]1Oc2ccc(NC(=O)CCCCCC(=O)Nc3ccccc3N)cc2C(=O)N([C@@H](C)CO)C[C@@H]1C	·	2	11	0	·	-0.6	0.1	·
CC1(C(=O)NCc2cccs2)Cc2c(-c3cccc(C(F)(F)F)c3)ccnc2O1 (stereo unspecified)	·	-7	-3	5	-1	6.6	0.2	-17
Oc1c(Br)cc(Br)cc1C=Nc1ccc2c(c1)OCCO2	-6	17	7	3	·	2.5	-0.6	·
COc1ccc(CCNC(=O)CSc2nnc(-c3ccc(F)cc3)o2)cc1OC	4	0	35	0	3	-0.7	·	-4
Cc1cccc(C)c1-n1nnnc1C1(C)CCC(=O)N1c1ccc(N2CCOCC2)cc1 (stereo unspecified)	·	-9	11	·	·	0.6	0.0	·
C[C@H](CO)N1C[C@H](C)[C@@H](CN(C)S(=O)(=O)c2ccc(Cl)cc2)Oc2c(NC(=O)C3CC3)cccc2C1=O	-1	8	-9	0	10	0.0	-0.1	-1
Cc1ccc(NC(=O)c2cnn(-c3ccccc3)c2C)c(C)c1	-7	-6	-9	-3	-5	-2.0	0.2	40
C=CCOCCn1[nH]c2ccccc2c1=O	4	-7	-22	-8	1	1.9	0.0	7
CCOC(=O)c1cc(NC(=O)Cc2ccc(S(=O)(=O)N3CCOCC3)s2)cc(C(=O)OCC)c1	5	-161	-13	4	-16	6.3	0.1	-1

In another format: results already given
| structure | ARNT TACC3 PPI | RAD52 anneal inh | INS-1E GSIS act | ERAP1 HTS inh | RAD54 branch | F508del corr | XiGFP reactiv | esBAF inh |
| --- | --- | --- | --- | --- | --- | --- | --- | --- |
| COc1cccc(/C=C(\C#N)c2nc3ccc(C)cc3[nH]2)c1OCC(=O)O | 1 | -31 | -11 | 3 | -5 | 1.3 | 0.0 | 51* |
| Cc1c(C(=O)O)sc(S(=O)(=O)N2CCN(C(=O)Cc3ccccc3)CC2)c1C(=O)O | -4 | -3 | 0 | 4 | -8 | -1.3 | 0.0 | · |
| CC(C)NC(=O)N(C)C[C@H]1Oc2ccc(NC(=O)CCCCCC(=O)Nc3ccccc3N)cc2C(=O)N([C@@H](C)CO)C[C@@H]1C | · | 2 | 11 | 0 | · | -0.6 | 0.1 | · |
| CC1(C(=O)NCc2cccs2)Cc2c(-c3cccc(C(F)(F)F)c3)ccnc2O1 (stereo unspecified) | · | -7 | -3 | 5 | -1 | 6.6 | 0.2 | -17 |
| Oc1c(Br)cc(Br)cc1C=Nc1ccc2c(c1)OCCO2 | -6 | 17 | 7 | 3 | · | 2.5 | -0.6 | · |
| COc1ccc(CCNC(=O)CSc2nnc(-c3ccc(F)cc3)o2)cc1OC | 4 | 0 | 35 | 0 | 3 | -0.7 | · | -4 |
| Cc1cccc(C)c1-n1nnnc1C1(C)CCC(=O)N1c1ccc(N2CCOCC2)cc1 (stereo unspecified) | · | -9 | 11 | · | · | 0.6 | 0.0 | · |
| C[C@H](CO)N1C[C@H](C)[C@@H](CN(C)S(=O)(=O)c2ccc(Cl)cc2)Oc2c(NC(=O)C3CC3)cccc2C1=O | -1 | 8 | -9 | 0 | 10 | 0.0 | -0.1 | -1 |
| Cc1ccc(NC(=O)c2cnn(-c3ccccc3)c2C)c(C)c1 | -7 | -6 | -9 | -3 | -5 | -2.0 | 0.2 | 40 |
| C=CCOCCn1[nH]c2ccccc2c1=O | 4 | -7 | -22 | -8 | 1 | 1.9 | 0.0 | 7 |
